Assay outcomes deposited in PubChem by National Center for Advancing Translational Sciences (NCATS).
ERK EGF block: blocks ERK signaling stimulated by EGF | HEK293-V1b, EGF-stimulated phospho-ERK AlphaScreen | Potency, µM (highest dose often 11.5 µM), without a hit: at the top dose activity change, negative = inhibition, hits mostly inhibitors | 130,000 compounds, 0.41% hits | AID 1454; active = well fitted inhibition curve with a large enough effect; inconclusive = small, poorly fitted or top-dose-only effect, or effect the other way;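 note: plate controls were stimulated vehicle wells for no effect and unstimulated vehicle basal for full effect; nearly all actives have a fitted effect of over 55% in size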
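Phospho-ERK1/2 measured by AlphaScreen (SureFire) after 5 min 25 nM EGF stimulation of V1b-expressing HEK293 cells preincubated 30 min at 37C with titrated compounds; data scaled to DMSO and EGF controls, Hill-fitted AC50.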
* = called active by the depositor; ? = inconclusive; [ ] = another dose, or the depositor's remark. Potency is the fitted concentration of half-maximal effect.

Structure,ERK EGF block
O=C(Nc1ccncc1)c1cc(-c2ccccn2)nc2ccccc12,3%
COc1cnc(-c2ccccn2)nc1Oc1c(C)cccc1C,2%
CCOc1cccc(-c2cc(=O)[nH][nH]2)c1,1%
CCCC1CCC(=NNC(=S)NCCc2ccccc2)CC1 (stereo not drawn),?
Cc1cc(=O)[nH]c(S)c1C#N,-6%[57.5 µM]
COc1ccc(/C=C2/SC(=O)N(CCC(=O)Nc3ccccc3)C2=O)cc1OC,8%
COc1ccc(OC)c(NC(=O)COC(=O)C2CCN(C(=O)c3ccc(Cl)cc3)CC2)c1,14%[57.5 µM]
Cc1ccc2nc(NCc3ccccc3)c(C=NCc3ccccc3)c(=O)n2c1,8%
COc1ccccc1CNC(=O)c1cccc2c1C(=O)N(Cc1cccnc1)C2,?
Cc1ccccc1C(=O)N1CCN(c2ccc(NC(=O)c3cccnc3)cc2)CC1,6%
COCc1c(C(=O)NC2CCCCCC2)oc2ccccc12,-1%
COc1ccc(Nc2ccc(OC)cc2)cc1,?
Cc1ccc([N+](=O)[O-])cc1N(CC(=O)NC1CCCC1)S(C)(=O)=O,5%
COc1ccc(NC(=O)c2cc(-c3ccco3)on2)cc1,-2%
CCc1ccc(NC(=O)COC(=O)/C(=C/c2ccccc2OC)c2ccccc2)cc1,3%
CC1(C)OC(C(=O)NC2CCCCC2)C(C(=O)NC2CCCCC2)O1 (stereo not drawn),?
Cc1cc(C)c(OCC(=O)N/N=C/c2ccc3c(c2)OCO3)c(C)c1,3%
O=C1CSC(=S)N1/N=C/c1cccnc1,-3%[57.5 µM]
COCCn1c(=O)c(-c2cn(C)c3ccccc23)nc2cnc(Oc3ccc(OC)cc3)nc21,?
CC(C(=O)Nc1nccs1)c1ccc([N+](=O)[O-])cc1 (stereo not drawn),4%
CCn1c(COc2ccc(=O)n(-c3ccccc3)n2)nnc1SCC(=O)OC,-3%
CS(=O)(=O)N(CC(=O)Nc1ccccc1Cl)c1ccc(Cl)cc1,-3%
COc1ccccc1CCn1c(=O)c(C)nc2cncnc21,10%
CC(C)C(=O)Nc1ccc(Br)cc1Cl,6%
CCc1ccc(C2C(C#N)=C(N)C(C#N)(C#N)C3=CCC(C(C)(C)C)CC32)cc1 (stereo not drawn),-5%
Cc1ccc(Nc2nc(/N=C/N(C)C)n[nH]2)cc1C,-2%
Cc1c(/C(O)=C2\C(=O)C(=O)N(CCCN(C)C)C2c2ccccc2)cnn1-c1ccccc1 (stereo not drawn),-2%
O=C(/C=C/c1ccco1)Nc1ccccc1N1CCCC1,10%
CCCC(CCC(=O)Nc1cc([N+](=O)[O-])ccc1O)C(=O)O (stereo not drawn),8%
CN(C)Cc1nc2ccccc2c(=O)n1Cc1nc(-c2cccc([N+](=O)[O-])c2)cs1,-3%
O=S(=O)(Nc1nc2ccccc2nc1Cl)c1ccc2ccccc2c1,-3%
COC1CC(O[C@H]2/C(C)=C/CC3CC(C[C@]4(CCC(C)C(C5CCCCC5)O4)O3)OC(=O)[C@H]3C=C(C)/C(=N/O)C4OC/C(=C\C=C\[C@@H]2C)[C@@]43O)OC(C)C1O (stereo partly drawn),1%
Cc1cccc(NC(=O)c2ccc([N+](=O)[O-])o2)c1C,-2%
CC(C)N1CCN(Cc2coc3ccccc3c2=O)CC1CCO (stereo not drawn),5%
Cc1cc(C(=O)N2CCN(c3ncccn3)CC2)nn1C,-1%[57.5 µM]
Nc1cc(C(=O)OCC(=O)NC(c2ccccc2)c2ccccc2)ccc1Cl,1%
CCN(CC)CCn1c(N)cc(=O)[nH]c1=O,1%
O=C(Cn1cncn1)c1ccc(F)cc1F,15%
O=C(O)C1C2CC3C(OC(=O)C31)C2Cl (stereo not drawn),6%
CCOc1cc2c(cc1OC)C(c1cccc([N+](=O)[O-])c1)NCC2 (stereo not drawn),-5%

Two of these compounds, set out differently:
ERK EGF block	mol
-3%	O=S(=O)(Nc1nc2ccccc2nc1Cl)c1ccc2ccccc2c1
1%	COC1CC(O[C@H]2/C(C)=C/CC3CC(C[C@]4(CCC(C)C(C5CCCCC5)O4)O3)OC(=O)[C@H]3C=C(C)/C(=N/O)C4OC/C(=C\C=C\[C@@H]2C)[C@@]43O)OC(C)C1O (stereo partly drawn)

Further records
Structure,ERK EGF block
O=C(NCC(c1ccco1)N1CCN(c2ccc(F)cc2)CC1)OCc1ccccc1 (stereo not drawn),-7%
O=C(O)CCC(=O)N1CN2CN(C(=O)CCC(=O)O)CC([N+](=O)[O-])(C2)C1,-7%[57.5 µM]
CC(=O)C1=C(O)CC(c2ccccc2)CC1=NCCc1ccccc1 (stereo not drawn),-3%
COC(=O)[C@@H]1C[C@@]2(O)[C@H](O)[C@H](O)[C@H](O)C[C@H]2N1C/C=C/c1ccccc1,-2%
CCOC(=O)c1ccc(NC(=O)N2CCN(c3cccc(OC)c3)CC2)cc1,?
CCC1=C(OC(=O)N(CC)CC)N2C(=O)OC(=NCCc3c[nH]c4ccccc34)[C@]2(C)[C@H]2C1=CC[C@H]1C(=O)NC(=O)[C@H]12,-2%
Cc1nc(NC(=O)CSc2nnnn2C)sc1C,6%
C[n+]1cccc2cccc([O-])c21,-5%[57.5 µM]
O=C(O)C1CC(O)CN1c1nc(Cl)ccc1[N+](=O)[O-] (stereo not drawn),-5%
NS(=O)(=O)c1cnccc1Nc1ccc(Cl)c(Cl)c1,6%
Cc1nn(-c2ccc(F)cc2)c(Cl)c1/C=C1\C(=O)Nc2ccccc21,28µM*
COc1ccc(C2C3=C(CC(C)(C)CC3=O)N(C)C3=C2C(=O)CC(C)(C)C3)cc1,-10%[57.5 µM]
COc1ccccc1CN1CC[C@@]2(CCCN(C(=O)c3c(C)noc3C)C2)C1,-10%
Cc1ccc(NC(=S)N2CCCC(c3nc4ccccc4[nH]3)C2)cc1 (stereo not drawn),1%
CSc1sc(C(=O)NC(=O)NCc2cccnc2)c(C)c1-c1ccon1,-7%[57.5 µM]
NC(CO)C12CC3CC(CC(C3)C1)C2 (stereo not drawn),-6%[57.5 µM]
O=C(O)CC/C(=N/Nc1ccc([N+](=O)[O-])cc1)C(=O)O,3%[57.5 µM]
CCOc1cc2[nH]c(=O)n(CCCC(=O)N(C)Cc3ccccc3)c(=O)c2cc1OCC,-4%
c1ccc(Cn2cc(CN3CCCO3)c(-c3ccc4c(c3)OCO4)n2)cc1,3%[57.5 µM]
Cc1ccnc(SCC(=O)c2ccc([N+](=O)[O-])cc2)n1,0%
COC(=O)c1cc(C(=O)Nc2ccc(Cl)cn2)cc([N+](=O)[O-])c1,5%
COc1ncccc1-c1nnn(-c2ccc(Cl)nc2)n1,-3%[57.5 µM]
CCOC(=O)NC1=NCC(C)S1 (stereo not drawn),9%[57.5 µM]
Cc1nnc(SCC(=O)NC(C)(C)C)n1NCc1ccc(Cl)cc1,-6%
CCOc1ncccc1C(=O)OCC(=O)c1ccc(C)c(C)c1,-2%
COc1cc(OC)nc(NC(=S)NC(=O)c2ccccc2)n1,0%
Cc1ccc(C(=O)N/N=C\c2ccc(-c3ccc(Cl)cc3)o2)cn1,?
NC(=O)c1ccccc1NC(=S)NC(=O)c1ccc(Br)o1,11%
Cc1ccc(NC(=O)Nc2ccccc2C(N)=O)cc1,6%[57.5 µM]
O=C(c1cccs1)N1CCC2(O)CCCCC2C1c1ccc(F)cc1 (stereo not drawn),-3%

An excerpt from above in order of count of non-hydrogen atoms, low to high:
Structure,ERK EGF block
CCOC(=O)NC1=NCC(C)S1 (stereo not drawn),9%[57.5 µM]
NC(CO)C12CC3CC(CC(C3)C1)C2 (stereo not drawn),-6%[57.5 µM]
COc1ncccc1-c1nnn(-c2ccc(Cl)nc2)n1,-3%[57.5 µM]
NC(=O)c1ccccc1NC(=S)NC(=O)c1ccc(Br)o1,11%
COc1cc(OC)nc(NC(=S)NC(=O)c2ccccc2)n1,0%
COC(=O)c1cc(C(=O)Nc2ccc(Cl)cn2)cc([N+](=O)[O-])c1,5%
Cc1nnc(SCC(=O)NC(C)(C)C)n1NCc1ccc(Cl)cc1,-6%
O=C(c1cccs1)N1CCC2(O)CCCCC2C1c1ccc(F)cc1 (stereo not drawn),-3%
CSc1sc(C(=O)NC(=O)NCc2cccnc2)c(C)c1-c1ccon1,-7%[57.5 µM]
c1ccc(Cn2cc(CN3CCCO3)c(-c3ccc4c(c3)OCO4)n2)cc1,3%[57.5 µM]
COc1ccccc1CN1CC[C@@]2(CCCN(C(=O)c3c(C)noc3C)C2)C1,-10%
COc1ccc(C2C3=C(CC(C)(C)CC3=O)N(C)C3=C2C(=O)CC(C)(C)C3)cc1,-10%[57.5 µM]
CCOc1cc2[nH]c(=O)n(CCCC(=O)N(C)Cc3ccccc3)c(=O)c2cc1OCC,-4%

The listing continues.
structure	ERK EGF block
Cc1cc(C)n(CCN(C)c2nc3nonc3nc2NC2CC2)n1	2%
O=C1/C(=C/c2ccc([N+](=O)[O-])cc2)CCc2ccccc21	-2%[57.5 µM]
C/C(=N\NC(=O)C1=NNC(=O)C1C)c1cccs1 (stereo not drawn)	-1%
COc1cccc(NC(=O)CN2C(=O)C(c3ccc(C)cc3)=NC23CCCCCC3)c1	1%
O=C(O)c1ccc(O)c(N2C(=O)Nc3ccccc3N2O)c1	-1%
O=[N+]([O-])c1ccc(C2CC(c3ccccc3)=Nc3ccccc3S2)cc1 (stereo not drawn)	?
CC(=O)NC1C(OCc2cccc(Br)c2)OC(COC(C)=O)C(OC(C)=O)C1OC(C)=O (stereo not drawn)	-11%
N[C@@H](C(=O)N[C@@H]1C(=O)N2C(C(=O)O)=C(Cl)CS[C@H]12)c1ccccc1	-4%
O=C(/C=C/c1ccco1)NCC1OCCc2ccccc21 (stereo not drawn)	6%[57.5 µM]
CC(C)CCOc1ccc(C2=NNC(=O)CC2)cc1	-3%
Cc1cccc(-n2cc(CNCCN3CCOC3=O)c(-c3cccc(F)c3)n2)c1	-4%
NC(C(=O)O)[C@@H]1CC(Cl)=NO1 (stereo partly drawn)	1%
Cc1cc(=O)n2c3ccccc3n(CC(O)CN3CCC(C)CC3)c2c1C#N (stereo not drawn)	-2%
O=C(OCc1nnn(Cc2ccccc2)c1-c1c(COC(=O)c2ccccc2)nnn1Cc1ccccc1)c1ccccc1	-5%[57.5 µM]
CC(Oc1ccc(Cl)cc1)C(=O)N/N=C/c1ccsc1 (stereo not drawn)	-5%
O=C(O)c1ccc(-c2ccc(/C=C3\NC(=O)N(Cc4ccc(Cl)cc4)C3=O)o2)cc1Cl	-11%
CCCCOc1ccc(C2NC(=O)NC(C)=C2C(C)=O)cc1OCC (stereo not drawn)	-3%
NCCCC[C@H]1CNC(=S)N1CCCCC1CCCCC1	-29%[57.5 µM]
COCCOc1cc2ncnc(N3CCC(C(=O)O)CC3)c2cc1OCCOC	0%[57.5 µM]
CCCC(=O)Nc1cc(OC)c(C(=O)OC)cc1Cl	-6%
CC(C)C(=O)NCCc1nc2ccccc2n1CCc1ccccc1	5%
Nc1ncnc2c1ncn2C1OC(CO)C(O)C1N (stereo not drawn)	-4%[57.5 µM]
COCCN(C(=O)c1cc(OC)c(OC)c(OC)c1)c1c(N)n(Cc2ccccc2)c(=O)[nH]c1=O	-1%[57.5 µM]
CC1CCN(CC(=O)Nc2ccc(Cl)cc2[N+](=O)[O-])CC1	-2%
O=C(CSc1nnc(C2COc3ccccc3O2)o1)Nc1nccs1 (stereo not drawn)	10%
O=C(/C=C/c1ccco1)OCc1nnc(-c2ccc(Cl)cc2)o1	30%
CCCCN(C(=O)c1ccc(S(=O)(=O)N(C)C)cc1)c1nc2ccccc2s1	-3%
CC(C)CC(=O)Nc1ccc(-c2nc3ccccc3c(=O)[nH]2)cc1	-6%
COc1ccccc1NC(=S)N(C(C)C)C(C)c1ccccn1 (stereo not drawn)	2%
O=C(O)c1cc(Br)ccn1	2%
COc1ccc(CCNS(=O)(=O)c2cc(/C=C/C(=O)O)ccc2C)cc1OC	-4%
Cc1cc2n(n1)SC(Nc1ccc(F)cc1)N2 (stereo not drawn)	8%
CC1CC2=C(NC(=S)NC2c2cccc(F)c2)/C(=C/c2cccc(F)c2)C1 (stereo not drawn)	10%
CCN(CC)C(=O)C[n+]1cccc(C(N)=O)c1	3%
O=C(N=Nc1c(O)n(Cc2ccccc2)c2ccccc12)c1ccc(O)cc1	-14%
Clc1ccccc1-c1nc2ccccc2[nH]1	2%[57.5 µM]
O=C(/C=C/c1cccs1)NC(=S)Nc1ccc(S(=O)(=O)Nc2ccccc2C(F)(F)F)cc1	0%[57.5 µM]
COc1ccc(CC(=O)NNC(=O)c2cccs2)cc1OC	-14%
CCSc1nnc(CNC(=O)C23CC4CC(CC(C4)C2)C3)n1Cc1ccccc1	3%
O=C(c1ccco1)N1CCC2(CCCN(Cc3ccccc3)C2)CC1	7%
CN1CCC(C(=O)N2CCCC(C(=O)c3ccc4c5c(cccc35)CC4)C2)CC1 (stereo not drawn)	6%[57.5 µM]
CCc1ccc(/C=C(\C)C(=O)c2c(C)cc(C)[nH]c2=O)cc1	0%
O=C(NNS(=O)(=O)c1ccccc1)c1csc(-c2cccnc2)n1	-15%[57.5 µM]
Cc1ccc(-n2c(-c3cn(C)nc3C)n[nH]c2=S)cc1	-3%
COCCNC(=O)C(c1ccc(F)cc1)N(C(=O)CCC(=O)Nc1nccs1)c1cccc(C)c1 (stereo not drawn)	-4%
Cc1ccc2nc(NC(=O)C3CC(=O)N(Cc4ccco4)C3)sc2c1 (stereo not drawn)	-6%
CS(=O)(=O)c1ccc2nc(NC(=O)c3cccc(NS(=O)(=O)c4ccc(F)c(F)c4)c3)sc2c1	2%
CCC(CC)C(=O)Nc1cc([N+](=O)[O-])ccc1Cl	10%
CCn1c(SCC(=O)NNC(=O)c2ccc(OC)cc2)nnc1-c1cccnc1	1%
Cc1nc(NCCO)c2nc(-c3ccccc3)n(CC3CCN(C)CC3)c2n1	-12%

A portion of the library (hit frequency here may not be typical).
